# STAT1 inh: STAT1 signaling inhibitors, primary screen, cell-based, HTS, luciferase reporter; NIH 3T3 STAT1-luciferase reporter, IFN-gamma, luminescence; inhibition, % at 5.5 µM; 200,000 tested, 0.35% active; AID 920, 2007;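 active means inhibition above a set limit, the mean inhibition across all tested compounds plus 3 SD, cut at about 34% in these data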;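 further: 0% = IFN-gamma with DMSO and 100% = IFN-gamma with 300 µM nifuroxazide; values of inactives mirror those of a sister screen read the other way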
# PPARg SRC-2 ag: agonists of PPARg-SRC-2 recruitment, primary screen, biochemical, HTS | activation, % at 8 µM | PPARgamma LBD-SRC-2 recruitment | 200,000 tested, 0.34% active; in the data active means activation above about 22%;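 further: 0% = vehicle and 100% = reference agonist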
# Target sequence (P37231 whole entry, looked up, the tested form may be a part): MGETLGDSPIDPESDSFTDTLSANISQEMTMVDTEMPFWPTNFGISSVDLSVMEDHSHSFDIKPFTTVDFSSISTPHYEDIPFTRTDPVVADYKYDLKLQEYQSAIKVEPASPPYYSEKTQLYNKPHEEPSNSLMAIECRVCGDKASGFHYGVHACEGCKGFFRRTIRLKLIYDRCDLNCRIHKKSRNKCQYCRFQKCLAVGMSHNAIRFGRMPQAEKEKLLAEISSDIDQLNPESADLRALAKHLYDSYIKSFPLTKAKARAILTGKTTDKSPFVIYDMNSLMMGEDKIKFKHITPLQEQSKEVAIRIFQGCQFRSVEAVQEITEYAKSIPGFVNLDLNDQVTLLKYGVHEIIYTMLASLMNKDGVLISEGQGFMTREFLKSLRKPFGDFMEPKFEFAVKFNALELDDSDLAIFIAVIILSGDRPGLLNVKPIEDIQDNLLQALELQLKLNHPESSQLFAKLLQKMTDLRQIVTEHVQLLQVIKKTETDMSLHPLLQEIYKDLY
# STAT3 blocker: IL-6 driven STAT3 reporter inhibitors, primary screen, U3A cells, luciferase, luminescence, MLSCN library. IL-6 STAT3-luciferase reporter; host cell line lacks STAT1. inhibition, % at 5.5 µM. 190,000 tested, 0.89% active. AID 862, 2007;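 active means inhibition above the mean inhibition across all screened compounds plus 3 SD, cut at about 44% in these data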;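 further: 0% = DMSO only wells and 100% = 100 µM nifuroxazide control wells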
# SRC2 TRFRET art: TR-FRET signal artefacts, primary screen, artefact control for PPARgamma SRC-2 agonist project, biochemical; TR-FRET artefact counter-screen; stronger effect = higher value; TR-FRET ratio at 8 µM; 200,000 tested, 0.4% active; AID 1049, 2008; in the data active means TR-FRET ratio above about 2000; further: inactives centre near 1500
# ROMK primary: ROMK potassium channel modulators, primary screen, cell-based, thallium flux, MLSMR library; 130,000 tested, 2% active; Tet-inducible ROMK, thallium flux fluorescence; actives lie on both sides; B-score at 10 µM; ATP-sensitive inward rectifier potassium channel 1 (Homo sapiens), P48048; AID 1918, 2009;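 active means signal ratio slope over the read window, or its plate-corrected B-score, at least 3 SD from the plate mean, either direction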;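 further: B-score of the F/F0 ratio slope over 7 to 12 s after thallium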
# Target sequence (P48048 whole entry, looked up): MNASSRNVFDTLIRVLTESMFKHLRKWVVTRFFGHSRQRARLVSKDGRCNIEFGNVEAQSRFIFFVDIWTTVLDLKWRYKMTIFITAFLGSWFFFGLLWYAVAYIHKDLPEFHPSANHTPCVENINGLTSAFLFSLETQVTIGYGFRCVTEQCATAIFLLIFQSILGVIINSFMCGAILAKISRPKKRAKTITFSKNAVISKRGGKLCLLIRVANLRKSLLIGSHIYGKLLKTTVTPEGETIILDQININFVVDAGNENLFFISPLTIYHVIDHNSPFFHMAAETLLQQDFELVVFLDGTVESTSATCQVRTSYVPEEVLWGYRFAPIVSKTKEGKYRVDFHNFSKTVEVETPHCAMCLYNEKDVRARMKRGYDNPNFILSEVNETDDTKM
# PPARg SRC1 recr: PPARgamma agonists recruiting SRC-1 coactivator, primary screen, biochemical; Peroxisome proliferator-activated receptor gamma (Homo sapiens), P37231; PPARgamma-SRC-1 coactivator recruitment biochemical assay; activation, % at 8 µM; 200,000 tested, 0.41% active; in the data active means activation above about 19%;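 further: 0% = DMSO and 100% = reference agonist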
# bIAP act: bovine intestinal alkaline phosphatase activators, primary screen, biochemical, bovine IAP, CDP-star luminescence; purified bovine IAP, 30 min; stronger effect = higher value; fold of DMSO-control signal, blank-subtracted; activation factor at 20 µM; 200,000 tested, 0.17% active; AID 1016, 2008;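 active means activation factor of 2 or more at 20 µM, a signal rise over negative controls twice the positive control's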
# PPARg SRC-3 ag: PPARgamma agonists recruiting SRC-3 coactivator, primary screen, biochemical; activation, % at 8 µM; biochemical PPARgamma/SRC-3 coactivator recruitment assay; 200,000 tested, 0.26% active; in the data active means activation above about 23%;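 further: 0% = DMSO and 100% = reference agonist; some compounds past the cut are filed as inactive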
# STAT3 act: IL-6 driven STAT3 reporter potentiators, primary screen, U3A cells, luciferase, luminescence, MLSCN library | IL-6 STAT3-luciferase reporter; 100% = signal with IL-6 EC80 alone | activation (% of control), % at 5.6 µM | 190,000 tested, 0.91% active;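 active means activation above the screen-wide mean of compound activation plus 3 SD, cut at about 130% in these data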;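 further: 0% = background luminescence of wells with medium and substrate only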
#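 System – human U3A cells carrying STAT3-luciferase construct · Probe or stimulus – Interleukin-6, 33 ng/mL · Schedule – compound 1 h, then IL-6 6 h at 37 °C · Signal – luminescence from STAT3-driven luciferase reporter · Evaluation – percent of IL-6-only median luminescence · Benchmarks – IL-6-only high control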
# bIAP inh: bovine intestinal alkaline phosphatase inhibitors, primary screen, selectivity assay for TNAP inhibitor project, biochemical, bovine IAP, CDP-star luminescence | alkaline phosphatase, intestinal [Bos taurus] | purified bovine IAP, 30 min | inhibition, % at 20 µM | 190,000 tested, under 10 active | AID 1019, 2008;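 active means over 50% inhibition of intestinal alkaline phosphatase at 20 µM in the single-dose screen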
#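 System: Purified bovine intestinal alkaline phosphatase (IAP) enzyme | Input: IAP diluted 1/65,000,000 in the well | Also added: CDP-star chemiluminescent phosphatase substrate, 30 µM final | Dosing: 20 µM single dose | Times: Enzyme reaction for 30 min at room temperature | Detection: Luminescence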
# TNAP act hiacc: TNAP activators at high phosphate acceptor level, primary screen, biochemical, luminescence, uHTS; Alkaline phosphatase, tissue-nonspecific isozyme (Homo sapiens), P05186; purified TNAP, CDP-star luminescence, 1 M DEA, 30 min; stronger effect = higher value; 0 = EDTA background, 1 = DMSO-only activity; activation factor at 20 µM; 200,000 tested, under 10 active; AID 1136, 2008;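 active means activation factor at least 2 at 20 µM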
#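 Test system – human TNAP · Doses – 20 µM single point · Incubation – 30 min, room temperature · Signal – luminescent substrate turnover signal · Read-out basis – activation factor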
# Active calls of the source: *; / = not tested or not shown; & = joins results of further samples.
SMILES,STAT1 inh,PPARg SRC-2 ag,STAT3 blocker,SRC2 TRFRET art,ROMK primary,PPARg SRC1 recr,bIAP act,PPARg SRC-3 ag,STAT3 act,bIAP inh,TNAP act hiacc
Cc1ccc(-c2cc(C(=O)Nc3cnn(C45CC6CC(CC(C6)C4)C5)c3)no2)cc1,-5,-2,9,1517,/,3,0.7,1,93,30,1.1
Cc1cc(C)cc(N2C(=O)CSC2c2cccs2)c1 (centres undefined),8,11,5,1989*,/,7,1,0,101,4,1.1
CCOc1ccc2[nH]cc(C(=O)N3CCN(C4CCCCC4)CC3)c(=O)c2c1,0,-2,9,1538,/,4,/,0,95,/,/
Cc1ccc(C(=O)NC(=S)Nc2ccc(N3CCOCC3)cc2)cc1C,-3,-3,9,1704,/,14,1,0,96,4,1
Cc1occc1C(=O)Nc1nnc(-c2ccncc2)s1,-13,-1,7,1528,-0.61,3,0.8,-1,98,17,1
Cc1n[nH]c(C)c1Sc1ccccc1N=Cc1cc([N+](=O)[O-])ccc1O,1,-2,-16,1475,0.19,-3,1,-3,113,-3,0.9
N#CC1=C(N)Oc2n[nH]c(-c3ccccc3)c2C12C(=O)Nc1ccccc12 (centres undefined),-3,0,1,1582,1.2,1,1.1,-4,103,-11,1
O=C(NC(=S)Nc1ccc2oc(-c3ccncc3)nc2c1)c1ccccc1F,3,-7,18,1427,0.43,4,1.1,-2,91,-7,1
Cc1nn(-c2ccccc2)c(Cl)c1/C=N/N1CCN(c2ccccn2)CC1,-1,6,18,1500,0.57,13,0.9,0,87,7,1.1
COc1ccccc1-n1cnnc1SCC(=O)Nc1cccnc1Cl,11,2,12,1412,0.69,4,1.3,2,96,-25,1
O=C(N/N=C(/CC(=O)c1cccs1)C(F)(F)F)c1ccc(O)cc1,2,7,2,1449,-0.5,3,0.9,4,100,12,0.9
C1CC(CN2CCOCC2)CN(c2nc3nonc3nc2N2CCSCC2)C1 (centres undefined),-3,3,-4,1687,-0.37,3,1,1,106,-4,1
Cc1cc(C)c(NC(=O)COc2nc3ccccc3nc2C)c(C)c1,-6,1,-4,1339,/,-6,1,5,99,3,1
S=c1[nH]nc(Cc2ccccc2)n1-c1ccc(Cl)cc1,-8,-3,9,1442,-0.074,-7,0.9,-6,97,10,1
C/C(=N\NC(=O)CC1(C)OCCO1)c1cccs1,-2,8,2,1692,0.97,14,1.3,2,96,-31,1
CCNC(=O)CSc1nnc(-c2cc(-c3ccc(Cl)cc3)nc3ccccc23)o1,12,10,10,1674,/,-1,0.9,8,88,10,1
CC(=O)Nc1ccc(S(=O)(=O)NCCc2ccc(S(N)(=O)=O)cc2)cc1,0,-7,1,1480,0.96,-5,1,-12,104,4,1.1
CC(C)(C)c1cnnn1-c1ccc(C(=O)CCl)cc1,11,4,1,1666,/,2,0.9,5,102,9,1
Cc1nn(Cc2ccc(Cl)c(Cl)c2)c(C)c1NC(=O)c1noc2c1CCCCC2,-5,-4,0,1527,/,6,0.9,-6,106,9,1
Cc1cccc(C(C)C)c1NC(=O)c1ccc(COc2ccc3c(C)cc(=O)oc3c2)cc1,0,19,-7,2255*,0.29,14,1,11,103,-3,1.1
Cc1cc(NC(=O)CN2CCc3ccccc3C2)nc2c1c(=O)oc1ccccc12,-5,11,/,1685,/,8,1.1,-1,/,-9,1
O=C(Cn1cnc([N+](=O)[O-])c1)NCc1ccc(F)cc1,-4,8,3,1455,0.44,-5,1,9,104,2,1
S=C(Nc1ccccc1Cl)N(CCN1CCCCC1)Cc1ccco1,-2,5,5,1788,-0.35,3,1,2,96,1,1
COc1ccc(OCCSc2nnc(C)n2-c2ccccc2)cc1,-1,-2,1,1458,-0.97,-1,1,4,102,-2,1
O=c1cc(O)nc(SCc2ccccc2)n1-c1ccccc1,1&6,-4&0,-1&3,1519&1571,/,-6&-8,1&1,-1&-6,111&106,4&1,1&1
CC(C)N(CCNS(=O)(=O)c1ccc(Cl)cc1)C(C)C,3,-8,-6,1293,-1.4,-1,0.9,-10,102,6,1
O=C(NCc1ccccc1)C(=O)Nc1nccs1,-14,-5,0,1476,0.0052,16,1.1,3,102,-6,1
Cc1cccc(Nc2nc(N)nc(CN3CCN(c4ccc(F)cc4)CC3)n2)c1,1,2,18,1572,-0.24,7,1,6,87,1,1
CN1C(=O)C2(c3ccccc31)N(C)CC(c1ccccc1)C21SC(=S)N(Cc2ccco2)C1=O (centres undefined),4,-11,0,1345,/,-2,1,2,103,5,1
COc1cc(C2C3=C(CC(c4ccco4)CC3=O)Nc3ccccc3N2C(C)=O)cc(OC)c1OC (centres undefined),2,-7,3,1424,-0.37,-6,1,-3,100,0,1
Cc1cc(C)c2c(-n3cccc3)c(C(=O)NNS(=O)(=O)c3ccc(Cl)cc3)sc2n1,-8,10,0,1632,/,12,0.9,-3,103,10,1
O=C(COC(=O)c1cc(-c2cccs2)nn1-c1ccccc1)Nc1cc([N+](=O)[O-])ccc1Cl,-7,7,-4,1533,/,2,1,4,100,-5,1
COc1cc2nc(NC(=O)c3ccccc3)[nH]c(=O)c2cc1OC,2,8,24,1502,1.7,-4,0.9,3,83,10,1
Cc1cccc(C(=O)NN(C)c2nc(-c3ccccc3)nnc2C(F)(F)F)c1,1,-3,14,1579,/,-2,1,-1,98,2,1
CCn1nnnc1SCC(=O)Nc1cc(C)on1,-3,-4,8,1445,/,-4,0.9,13,97,8,1
Cc1cc(C)n(-c2nc3ccccc3c(=O)n2OCc2ccc(Cl)cc2)n1,12,8,-45,1532,/,-5,1.1,2,145*,-9,1
CCn1ncc([C@@H]2C[C@H]3CN(Cc4ccccc4C)C(=O)[C@]34CCCN24)c1C,1,-11,5,1553,2,0,0.9,4,101,14,1.1
c1ccc(CCCc2nc(-c3ccccn3)no2)cc1,-26,6,6,1577,-0.7,3,0.9,-12,98,11,1
CCc1ccc(Oc2ncnc(N)c2[N+](=O)[O-])cc1,0,-2,1,1209,-0.52,-4,1,-3,103,-3,1
CCOC(=O)C1=C(c2ccccc2)N2CCN=C2S1,7,5,9,1536,/,4,/,-4,96,/,/
CCOc1ccc(NC(C(=O)Nc2cccc(C(C)=O)c2)c2ccccc2)cc1 (centres undefined),3,4,6,1565,0.023,6,1,2,98,5,1
COc1ccc(NC(=O)COC(=O)/C=C/c2ccc(OC)c(S(=O)(=O)N3CCOCC3)c2)cc1,9,-4,5,1544,/,-9,1,0,95,4,1
COc1ccc(-c2c(C)n([O-])c3c([n+]2=O)CCCC3)cc1,2,-9,5,1420,/,6,1,2,99,1,1
O=C(CCC(=O)Nc1ccc(Oc2ccccc2)cc1)NCCO,1,-8,-4,1605,/,6,1,-4,108,-1,1.1
Oc1ccc(/C=N/N2CCOCC2)c(O)c1O,0,7,-5,1574,0.84,3,0.9,3,105,5,1

# Two records drawn at random from those above, as already listed:
SMILES,STAT1 inh,PPARg SRC-2 ag,STAT3 blocker,SRC2 TRFRET art,ROMK primary,PPARg SRC1 recr,bIAP act,PPARg SRC-3 ag,STAT3 act,bIAP inh,TNAP act hiacc
COc1cc(C2C3=C(CC(c4ccco4)CC3=O)Nc3ccccc3N2C(C)=O)cc(OC)c1OC (centres undefined),2,-7,3,1424,-0.37,-6,1,-3,100,0,1
Cc1nn(Cc2ccc(Cl)c(Cl)c2)c(C)c1NC(=O)c1noc2c1CCCCC2,-5,-4,0,1527,/,6,0.9,-6,106,9,1

# Returning to the listing, repeating the 2 entries before the break.
SMILES,STAT1 inh,PPARg SRC-2 ag,STAT3 blocker,SRC2 TRFRET art,ROMK primary,PPARg SRC1 recr,bIAP act,PPARg SRC-3 ag,STAT3 act,bIAP inh,TNAP act hiacc
O=C(CCC(=O)Nc1ccc(Oc2ccccc2)cc1)NCCO,1,-8,-4,1605,/,6,1,-4,108,-1,1.1
Oc1ccc(/C=N/N2CCOCC2)c(O)c1O,0,7,-5,1574,0.84,3,0.9,3,105,5,1
COc1cc(C(=O)NCCC(C)C)c([N+](=O)[O-])cc1OC,2,2,7,1416,/,-3,1,-7,104,2,1.1
Cc1ccc(S(=O)(=O)Cc2ccc(C(=O)N3CCN(c4cc(C)ccc4C)CC3)o2)cc1,0,-3,12,1606,0.26,0,0.9,-6,96,9,1.1
Cc1nnn(-c2nonc2N)c1C(=O)NNC(=O)c1ccc(Cl)c(Cl)c1,2,2,12,1558,0.076,8,1.3,6,92,-25,1
CC(C)(C)c1csc(NC2=NS(=O)(=O)c3ccccc32)n1,-32,6,-12,1498,/,-5,0.9,-8,112,7,1
COc1ccc(C(C[N+](=O)[O-])c2c(-c3ccccc3)cc3ccccn23)cc1OC (centres undefined),-7,2,12,1638,-3.7*,-3,1,10,90,5,1.1
CCOC(=O)C1CCN(c2cc(C)nc3cc(-c4cccc(F)c4)nn23)CC1,-1,-3,-17,1426,-0.49,3,1,-12,118,-4,1
O=C(CNC(=O)c1cccs1)OCC(=O)c1ccc([N+](=O)[O-])cc1,4,1,-10,1422,-0.46,-11,1,0,113,3,1
CNC(=O)NC(=S)NC(=O)c1ccc(OC)cc1,-4,1,15,1463,/,11,1,4,89,2,1.1
COc1ccc(CN(C)C(=O)COC(=O)c2ccc3c(c2)OCO3)cc1OC,-1,3,-2,1443,-0.96,0,1,-2,99,1,1
CCCCCC1(C)NC(=S)N(c2ccccc2)N1 (centres undefined),2,4,17,1656,-0.16,4,0.3,1,95,/,1
Cc1cc(-c2ccccc2)nc2cc(C(=O)NCCCn3ccnc3)nn12,-5,6,6,1675,/,5,0.9,-5,100,8,1
CC1(C)CC2CC(C)(CN2Cc2c(O)ccc3ccccc23)C1 (centres undefined),9,-3,-7,1601,-0.015,4,1.1,-2,108,-8,1
N#CCc1nc2c3c4c(sc3ncn2n1)CCCC4,-5,9,14,1588,-0.69,5,0.9,2,88,10,1.1
O=C(CSc1nc(-c2ccccc2)cc(C(F)(F)F)n1)c1cccc([N+](=O)[O-])c1,5,-11,5,1599,/,-6,0.7,-3,95,26,1
COc1cc(/C=N\Nc2nc3ccccc3[nH]2)cc(OC)c1OC,17,6,74*,1617,-0.71,6,1.3,7,42,-26,1
C[C@H](NC(=O)c1ccccc1)C(=O)Nc1nc(-c2ccccn2)cs1,1,8,8,1664,-0.051,2,1.3,6,97,-33,1

# Bioassay records (PubChem)
